Compound activity: PubChem BioAssay, several laboratories
RT RNaseH block: HIV-1 RT RNase H inhibitors, primary screen, biochemical, fluorescence; Gag-Pol polyprotein (Human immunodeficiency virus type 1 group M subtype B (isolate …; RT-RNase H RNA/DNA duplex cleavage; inhibition, % at 10 µM; 65,000 compounds, 1.9% hits; in the data active = inhibition above about 50%
RmlCD inh mix: RmlC and RmlD coupled enzyme inhibitors, primary screen, biochemical, 384-well, compound mixtures, retest | RmlC/RmlD coupled enzyme inhibition, 384-well mixture HTS | inhibition, % at 5.5 µM | 110,000 compounds, 0.39% hits | AID 1532, 2009; in the data active = inhibition above about 30%, passing the limit was not always enough; also: strong numbers were not always called active
Starred values were filed as active, the others as inactive; / = not tested or not shown.

SMILES	RT RNaseH block	RmlCD inh mix
CC1CCCC(C)N1CCCNC(=O)Cn1cc2c(n1)CCCC2 (centres undefined)	-7.6	7.5
CCOC(=O)c1ccccc1NC(=O)c1c(O)[nH]c(=S)[nH]c1=O	/	14.5
CCc1nnc2sc(-c3ccc(NC(=O)CSc4ccc(Cl)cc4)cc3)nn12	38.1	/
COc1ccc(NC(=O)CN(C)S(=O)(=O)c2ccc(Cl)cc2)cc1Cl	/	6.4
Nc1cc(S(=O)(=O)C(F)(F)F)ccc1C(=O)O	-6.0	6.6
CCOc1ccc2nc(SCC(=O)c3cccs3)sc2c1	3.9	-6.9
CCCCc1ccc(NC(=O)N[C@H](C(=O)O)C(C)C)cc1	-0.7	/
Cc1ccccc1NC(=O)c1ccccc1O	-4.2	10.2
CC(C)(C)c1ccc(-c2nc(C#N)c(NCc3ccncc3)o2)cc1	-27.9	3.2
O=C(O)c1cccc(NS(=O)(=O)c2ccc3nnn(O)c3c2)c1	-3.5	-6.7

Reprinted from the part before: two compounds; new compounds follow.
SMILES	RT RNaseH block	RmlCD inh mix
CC(C)(C)c1ccc(-c2nc(C#N)c(NCc3ccncc3)o2)cc1	-27.9	3.2
O=C(O)c1cccc(NS(=O)(=O)c2ccc3nnn(O)c3c2)c1	-3.5	-6.7
Cn1c(=O)c2c(nc(SCC(=O)NCc3ccco3)n2C)n(C)c1=O	-6.5	4.9
Cc1cc(C)c2cc(CN(CCO)Cc3nnnn3Cc3ccc(F)cc3)c(=O)[nH]c2c1	-14.7	3.2
COc1ccc(C(=O)NC(=O)N2CCCCC2)cc1	0.4	-4.3
CC(=O)c1c(O)cc(O)cc1CC(=O)O	/	7.6
Cn1c(=O)n(CC(=O)NCc2cccnc2)c2ccccc21	-3.4	-10.1
COc1ccc(C(=O)N2CCCC(C(=O)N3CCCCCC3)C2)cc1 (centres undefined)	/	13.0
CCc1ccccc1NC(=O)c1nnn(CC(=O)Nc2cccc(C)c2C)c1N	7.2	3.4
Cc1cc(NC(=O)COC(=O)c2cccc(S(=O)(=O)N3CCOCC3)c2)no1	-4.3	-10.7
CN(CC(=O)Nc1ccc(C#N)cc1)Cc1ccc(Cl)cc1	4.9	0.5
CCCC(=O)c1c[nH]c(C(=O)NCCCN2CCOCC2)c1	/	-8.5

Among those listed so far, 3 have an aryl thioether with sulfur outside any ring.
SMILES	RT RNaseH block	RmlCD inh mix
CCc1nnc2sc(-c3ccc(NC(=O)CSc4ccc(Cl)cc4)cc3)nn12	38.1	/
CCOc1ccc2nc(SCC(=O)c3cccs3)sc2c1	3.9	-6.9
Cn1c(=O)c2c(nc(SCC(=O)NCc3ccco3)n2C)n(C)c1=O	-6.5	4.9

Next results
SMILES	RT RNaseH block	RmlCD inh mix
Cc1ccc2cccc(S(=O)(=O)Nc3ccc4c(c3)OCO4)c2n1	-41.7	8.9
CC1(C)CC(=O)C2=C(C1)OC(=O)C2(NC(=O)c1cccs1)C(F)(F)F (centres undefined)	-0.7	3.4
Cc1ccc(N2C(=S)N=C(Nc3ccccc3C)C23CCOC(C)(C)C3)cc1 (centres undefined)	/	6.6
COc1ccc(C2(C(=O)NCCCN(C)C)CCOCC2)cc1	-5.5	-7.4
CCCC(c1nnnn1C1CCCC1)N1CCN(c2ccccc2F)CC1 (centres undefined)	-9.3	11.2
Cc1cccc(C)c1N(CC(=O)Nc1cccc(N(C)S(C)(=O)=O)c1)S(C)(=O)=O	-5.0	-5.7
O=C(O)c1ccc(-n2c(-c3ccccc3)n[nH]c2=S)cc1	28.8	-12.6
Cc1nc(NC(=O)c2ccc(Cl)cc2)sc1-c1csc(Nc2cccc(F)c2)n1	/	-1.7
Cc1ccc(NC(=O)C2CCCN(S(=O)(=O)c3c(C)noc3C)C2)nc1 (centres undefined)	-16.0	-23.9
Cc1ccc(S(=O)(=O)NC(=O)COc2ccccc2C(N)=O)cc1	-10.1	-11.0
O=C(NC1CCCCC1)C(c1ccc2ncccc2c1)N(Cc1ccc2c(c1)OCO2)C(=O)c1cccs1 (centres undefined)	/	-159.6
COC(=O)c1ccccc1NS(=O)(=O)c1ccc(F)cc1	-79.0	11.0
COc1ccc(-c2nnc3sc(-c4cccs4)nn23)cc1OC	-41.0	-10.7
O=C(CCCCCN1C(=O)CCC1=O)Nc1ccc2c(c1)OCCO2	6.6	-3.9
COc1ccc(Br)cc1CNC(=O)CCc1nc(-c2ccccc2F)no1	-10.5	-1.3
COCc1cc(=O)n2[nH]c(-c3ccsc3-n3c(C)ccc3C)cc2n1	/	5.4
Cc1cc(NC(=O)Cn2c(=O)n(Cc3ccccc3)c(=O)c3ccccc32)no1	2.3	/
Cc1ccccc1NC(=O)c1c(O)c2cccc3c2n(c1=O)CCC3	0.7	/
COc1cc(S(=O)(=O)N2CCN(c3ccccc3)CC2)ccc1Cl	2.8	1.3
CCCOc1ccc2ccccc2c1/C=N/n1cnnc1	-48.3	9.7
COc1cccc(NC(=O)CC2SC(=Nc3ccccc3)NC2=O)c1 (centres undefined)	-4.3	/
COc1ccc(C2=Nn3c(nnc3-c3ccccn3)SC2)cc1	-8.6	-14.7
Cc1cc(/C=N/NC(=O)C(=O)N2CCCC2)c(C)n1-c1cccc(Br)c1	/	-9.3
CCSc1cc(C2C(C(=O)OC)=C(C)NC3=C2C(=O)CCC3)c(C)o1 (centres undefined)	10.9	-10.7
CCCNC(=O)N1[C@H]2CC[C@@H]1C(C(=O)OC)=C(c1cc3ccccc3o1)C2	/	-11.5
Cc1ccc(OCC(=O)Nc2cccc3c2CCCC3)cc1C	/	-10.5
Cc1ccc(-c2nc(-c3cccnc3)no2)cc1	-28.4	8.9
O=C1c2ccccc2COc2ccc(O)cc21	/	-11.1
Cc1cc2c(c(N3CCOCC3)n1)C(=O)OC2	-1.8	-8.5
O=C(c1cn(-c2ccccc2)nc1-c1cccs1)N1CCN(c2ccccn2)CC1	-7.0	-9.0
O=Cc1ccc2noc(-c3ccc(Cl)cc3)c2c1	/	-14.2
CCOC(=O)N1CCC(C(=O)Nc2ccc(OCC)cc2)CC1	1.5	1.3
Cc1ccc(-c2csc(NC(=O)c3ccc(-c4ccccc4)cc3)n2)o1	/	-12.9
CC(C)N1C(=O)CCC1C(=O)NCc1ccccc1Cl (centres undefined)	-7.6	/
O=C(Nc1cccc(NC(=O)N2CCN(c3ccccc3)CC2)c1)N1CCN(c2ccccc2)CC1	0.2	-4.2
CCc1ccc(C(=O)CSc2ncn[nH]2)cc1	0.7	3.6
COc1cccc(S(=O)(=O)N2CCOCC2)c1	/	-49.0
CC(C)C(=O)Nc1nnc(SCC(=O)NCc2cccs2)s1	-8.3	/
Cc1sc2ncnc(SCC(=O)NNC(=O)COc3cccc4ccccc34)c2c1C	/	-10.4
Cn1cc(CC(=O)N2CCN(c3ccccc3F)CC2)c2ccccc21	/	11.6
O=C(CSc1ccc(Cl)cc1)N1CCN(c2c(Cl)cccc2[N+](=O)[O-])CC1	/	6.0
O=C(c1ccc(F)cc1)C1CCN(C(=O)NCc2ccccc2)CC1	0.6	2.0
O=C(CN(c1ccccc1F)S(=O)(=O)c1ccccc1)N1CCCCCC1	-0.4	7.2
CCn1c(C)nc2cc(S(=O)(=O)N3CCCC3)ccc21	-13.0	-4.7
COc1ccc(C(=O)NCC(C)CN(C)C)cc1 (centres undefined)	-2.6	10.5
CSc1nc2ccccc2s1	/	1.2
CCOC(=O)c1cc(NC(=O)c2cccnc2)cc(C(=O)OCC)c1	-7.6	5.7
CCCn1c(C)cc(C(=O)COC(=O)c2ccc(Cl)c(S(=O)(=O)N3CCCC3)c2)c1C	-3.2	6.4
Clc1ccc(-c2cn3cccnc3n2)cc1	/	39.7*
Cc1nn(Cc2ccccc2)c(C)c1NC(=O)CCC(=O)O	2.8	5.7

Following part
SMILES	RT RNaseH block	RmlCD inh mix
CCn1c(CC(=O)Nc2ccc(C)c(Cl)c2)nnc1SCc1ccc(Cl)c(Cl)c1	/	-14.9
O=C(CCC1CCCC1)N1CCC(N2CCN(c3ccccc3)CC2)CC1	11.8	6.7
O=C(Cc1ncc(C(F)(F)F)cc1Cl)N1CCN(c2cccc(Cl)c2)CC1	/	-6.3
Cc1cccc2cc(C(c3nnnn3C(C)(C)C)N(Cc3ccco3)CC3CCCO3)c(=O)[nH]c12 (centres undefined)	/	20.5
Cc1cc(C)c(CSc2ncc(-c3ccc([N+](=O)[O-])cc3)[nH]2)c(C)c1	/	2.6
COc1ccc2cc(CN(CCCN3CCOCC3)Cc3nnnn3C3CCCCC3)c(=O)[nH]c2c1	-10.6	7.8
CCOC(=O)Nc1cc(Br)c2c(c1)OCCO2	-16.4	6.5
O=S(=O)(NCC(c1cccnc1)N1CCN(c2ccccc2F)CC1)c1cccs1 (centres undefined)	/	5.9
COC(=O)c1cn(C)c2ccc(S(=O)(=O)N3CCCCC3)cc2c1=O	4.2	7.0
O=C(COC(=O)c1cc(S(=O)(=O)N2CCOCC2)cs1)c1ccccc1	-13.5	0.3
O=C(CSc1nnc(-c2ccc(NS(=O)(=O)c3ccccc3)cc2)o1)NCC1CCCO1 (centres undefined)	-23.1	7.6
Cc1ccccc1OCC1CN(CN2CCOCC2)C(=O)O1 (centres undefined)	1.6	-26.9
CC(C)N1C2OC(C3OC4C(O3)N(C(C)C)S(=O)(=O)N4C(C)C)OC2N(C(C)C)S1(=O)=O (centres undefined)	/	9.9
CCCOC(=O)CSC1=C(C#N)C(c2ccccc2Cl)CC(=O)N1 (centres undefined)	-9.5	/
COCC(C)n1c(C)cc(C(=O)CSc2nnc(N)s2)c1C (centres undefined)	/	-11.1
CCCCc1nc(S(=O)(=O)c2ccc(Cl)cc2)c(N2CCOCC2)o1	/	18.8
CCOC(=O)C1CCCN(C(=O)C2CCN(S(=O)(=O)c3cnc[nH]3)CC2)C1 (centres undefined)	-6.2	2.8
COc1cccc(-c2nnc3sc(-c4ccc(C)cc4)nn23)c1	-19.0	/
COc1ccc2[nH]c3c(N4CCC(O)(c5cccc(C(F)(F)F)c5)CC4)ncnc3c2c1	/	-60.1
S=C1NCCOCCOCCOCCOCCN1	/	-11.0
CCC(=O)Nc1cccc(C2=NOC3(C2)C[C@H](C(N)=O)N(C(=O)Cc2ccc([N+](=O)[O-])cc2)C3)c1 (some centres undefined)	/	2.0
COc1cc(C)c(Cl)cc1S(=O)(=O)n1ccnc1C	/	8.5
COC(=O)C1=C(c2ccccc2)C[C@@H]2CC[C@H]1N2C(=O)NCc1ccc(C(F)(F)F)cc1	/	9.2
Cc1ccc(OCCCOc2cccc3cccnc23)cc1C	/	-14.4
CC(O)(CS(=O)(=O)c1cccc(C(F)(F)F)c1)C(=O)Nc1ccc(C(F)(F)F)cc1 (centres undefined)	/	3.9
C(=C\c1ccccc1)/CSc1nnc(-c2cccnc2)o1	-29.9	13.6
CCc1nnc(NC(=O)CN2C(=O)c3ccccc3S2(=O)=O)s1	-0.5	9.9
Cc1cccc(-n2ncc3c(NCc4cccnc4)ncnc32)c1	-17.0	15.9
O=C1CC(Sc2nnc(-c3ccccc3)o2)C(=O)N1c1ccccc1 (centres undefined)	52.0*	12.4
COc1ccc(NC(=O)CC(C)(C)C)c([N+](=O)[O-])c1	/	5.8

Fetched by compound from above (four):
SMILES	RT RNaseH block	RmlCD inh mix
C(=C\c1ccccc1)/CSc1nnc(-c2cccnc2)o1	-29.9	13.6
O=C1CC(Sc2nnc(-c3ccccc3)o2)C(=O)N1c1ccccc1 (centres undefined)	52.0*	12.4
Cc1ccc(OCCCOc2cccc3cccnc23)cc1C	/	-14.4
COC(=O)C1=C(c2ccccc2)C[C@@H]2CC[C@H]1N2C(=O)NCc1ccc(C(F)(F)F)cc1	/	9.2

Other compounds:
SMILES	RT RNaseH block	RmlCD inh mix
CCOCCCN1CC(C(=O)NCCc2ccccc2)CC1=O (centres undefined)	-15.6	2.8
CNC(=O)CSc1nc2nc(C)cc(C)n2n1	/	2.6
CC(C)C(=O)N1CCC2(CC1)Oc1ccc(Cl)cc1C(=O)C21CC(c2cccnc2)=NO1 (centres undefined)	/	-9.8
O=C(O)CSc1nnc(-c2ccncc2)n1C1CCCCC1	-6.3	-180.7
CCOC(=O)C1CCN(Cc2cn[nH]c2-c2ccccc2)CC1	-5.2	0.2
CCCOC(=O)Nc1ccc(S(=O)(=O)Nn2cnnc2)cc1	-11.3	-10.3
COC(=O)C1=C(CSc2nncn2C)NC(=O)NC1c1ccc(F)cc1 (centres undefined)	/	-4.0
COc1ccc(-c2c(C)n([O-])c3c([n+]2=O)CCCC3)c(OC)c1	/	6.6
COCCCn1c(N)c(C(=O)NCCC(C)C)c2nc3ccccc3nc21	-54.1	-109.1
C=CCn1c(SCC(=O)NCCC2=CCCCC2)nc2ccc(Cl)cc2c1=O	/	-14.9

An excerpt from above in order of length of the SMILES, smallest number first.
SMILES	RT RNaseH block	RmlCD inh mix
CCOCCCN1CC(C(=O)NCCc2ccccc2)CC1=O (centres undefined)	-15.6	2.8
O=C(O)CSc1nnc(-c2ccncc2)n1C1CCCCC1	-6.3	-180.7
CCOC(=O)C1CCN(Cc2cn[nH]c2-c2ccccc2)CC1	-5.2	0.2
COC(=O)C1=C(CSc2nncn2C)NC(=O)NC1c1ccc(F)cc1 (centres undefined)	/	-4.0
C=CCn1c(SCC(=O)NCCC2=CCCCC2)nc2ccc(Cl)cc2c1=O	/	-14.9
CC(C)C(=O)N1CCC2(CC1)Oc1ccc(Cl)cc1C(=O)C21CC(c2cccnc2)=NO1 (centres undefined)	/	-9.8

Later entries.
SMILES	RT RNaseH block	RmlCD inh mix
CCOc1ccc(C2C(C(=O)OC)=C(C)N=C3SCCC(=O)N32)cc1OCC (centres undefined)	-1.6	-9.5
CN(C)c1ccc(NC(=O)N2CCOCC2)cc1	/	-25.6
Cc1ccccc1Nc1cc(=O)oc2ccccc12	/	-9.0
Cc1cc(C)c(C(=O)Nc2ccc(S(=O)(=O)Nc3onc(C)c3C)cc2)c(C)c1	-1.3	-0.7
COC(=O)Cn1c(C)nc(=O)c(-c2ccccc2)c1C	-8.5	-9.4
COc1ccc2nc(C)c3c(c2c1)OC(C)C3 (centres undefined)	-9.6	4.8
Cc1ccc(-c2cc(-c3ccccc3C)[nH]n2)c(O)c1	/	-14.1
COc1ccc(-n2c(SCC#N)nnc2-c2ccc(NS(=O)(=O)c3ccc(C)cc3)cc2)cc1	-5.2	-3.3

The list is partial. The share of hits here may be higher or lower than overall.
